NPSR antagonist = neuropeptide S receptor (human) antagonism, cAMP; CHO-NPSR cells, cAMP TR-FRET, antagonist mode; Potency, µM (highest dose often 38.3 µM), for inactives: at the highest dose activity change, negative = inhibition, most hits filed as inhibitors; 220,000 tested, 1% active; also: potency is read from the fitted curve at half-maximal effect; % is scaled to controls: 0 for no effect and ±100 for the full control effect; nearly all actives have a fitted effect of over 50% in size; many of its hits are not listed in these tables
Target sequence (Q6W5P4 whole entry, looked up): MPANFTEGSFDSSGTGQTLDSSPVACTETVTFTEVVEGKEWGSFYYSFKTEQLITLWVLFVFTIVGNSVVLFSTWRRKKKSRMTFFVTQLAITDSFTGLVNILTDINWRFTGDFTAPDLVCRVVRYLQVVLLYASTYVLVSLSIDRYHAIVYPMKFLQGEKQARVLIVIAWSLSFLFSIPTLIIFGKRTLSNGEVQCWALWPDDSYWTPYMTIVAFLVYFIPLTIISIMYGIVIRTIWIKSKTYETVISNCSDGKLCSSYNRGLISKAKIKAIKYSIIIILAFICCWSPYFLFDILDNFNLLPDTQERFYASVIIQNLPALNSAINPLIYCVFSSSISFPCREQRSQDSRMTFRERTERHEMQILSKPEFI
IMPase Li inh = IMPase inhibition in cells with lithium potentiation. CHO-M1 cells, IP1 TR-FRET (IP-One), carbachol + lithium. Potency, µM (doses to about 59.4 µM), inactives show at the top dose activity, negative = IMPase inhibition, usual class: inhibitors. 210,000 tested, 0.35% active;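 also: IP1 builds up when IMPase is blocked and the TR-FRET signal falls; potency is read from the fitted curve at half-maximal effect; plate controls were basal vehicle for no effect and high inhibitor control for full effect; nearly all actives have a fitted effect of over 50% in size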
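Readout is a homogeneous TR-FRET IP1 immunoassay (Ex 320, Em 665 and 620), where raised cytosolic IP1 lowers signal. Cells were CHO-M1 treated 30 min at 37C with test compounds plus a little lithium; AC50 values came from Hill-equation fitting.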
Luc counter = counter-screen: inhibitors of Kinase-Glo firefly luciferase; Potency, µM (series often up to 38.3 µM), inactives show at the top dose activity change, negative = inhibition, usual class: inhibitors; Q27757; AID 1379; Kinase-Glo luciferase, ATP luminescence, 8 min; 200,000 tested, 0.28% active; also: potency is read from the fitted curve at half-maximal effect; % is scaled to controls: 0 for no effect and ±100 for the full control effect; nearly all actives have a fitted effect of over 60% in size
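Substrate mix (final 50 mM imidazole pH 7.2, 50 mM KCl, 7 mM MgCl2, 10 uM ATP, 0.01% Tween 20, 0.05% BSA) plus pin-tool compound, then Kinase-Glo detection mix; 8 min ambient, luminescence read.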
aGal spleen mod = inhibitors or activators of human alpha-galactosidase in spleen homogenate | 240,000 tested, 0.008% active | human spleen homogenate, 4MU-alpha-Gal fluorescence, 40 min | AID 2107 | P06280 | Potency, µM (top dose mostly 80 µM), inactives show at the highest dose activity change, negative = inhibition, most hits filed as inhibitors;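 also: potency is read from the fitted curve at half-maximal effect; 0% = enzyme with vehicle and -100% = no enzyme basal signal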
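Human spleen homogenate (1 ug) as enzyme source, 4-methylumbelliferyl-alpha-D-galactopyranoside 1 mM final, citrate/phosphate pH 5.0 with 0.01% Tween-20. Compounds 40 min at 37C, NaOH/glycine stop; fluorescence Ex 365/Em 440, Hill-fit AC50.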
Lamin A splicing = LMNA splicing modulation; Potency, µM (series often up to 46.1 µM), for the others: at the highest dose ratio change, negative = inhibition, hits mostly inhibitors; HeLa LMNA splicing GFP/RFP minigene ratio, 48 h; 200,000 tested, 0.01% active; AID 1487; active = well fitted inhibition curve with a large enough effect in the signal ratio, with a control signal flat, not every such curve was filed as active; inconclusive = small, poorly fitted or top-dose-only effect, or effect the other way, or a change in a side signal; the % refers to the signal ratio; also: potency is read from the fitted curve at half-maximal effect; % is scaled to controls: 0 for no effect and ±100 for the full control effect
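S3 HeLa stable clones carrying a lamin A-EGFP splicing minigene plus DsRed2 were seeded at 600 cells/well in Opti-MEM with 2% FBS, pin-dosed and incubated 48 h at 37°C. Acumen cytometry (488 nm) gave the GFP/RFP total-intensity ratio.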
CBFb-RUNX1 inh = blocks binding between human CBF-beta and RUNX1. Q01196+Q13951. AlphaScreen CBFb-His/RUNX1-biotin binding, biochemical. Potency, µM (titrated, usually from 59.8 µM), for inactives: top-dose activity, negative = inhibition, hits mostly inhibitors. 230,000 tested, under 10 active. AID 1477; also: % of control where 0% means no effect
Target sequence (Q01196 whole entry, looked up): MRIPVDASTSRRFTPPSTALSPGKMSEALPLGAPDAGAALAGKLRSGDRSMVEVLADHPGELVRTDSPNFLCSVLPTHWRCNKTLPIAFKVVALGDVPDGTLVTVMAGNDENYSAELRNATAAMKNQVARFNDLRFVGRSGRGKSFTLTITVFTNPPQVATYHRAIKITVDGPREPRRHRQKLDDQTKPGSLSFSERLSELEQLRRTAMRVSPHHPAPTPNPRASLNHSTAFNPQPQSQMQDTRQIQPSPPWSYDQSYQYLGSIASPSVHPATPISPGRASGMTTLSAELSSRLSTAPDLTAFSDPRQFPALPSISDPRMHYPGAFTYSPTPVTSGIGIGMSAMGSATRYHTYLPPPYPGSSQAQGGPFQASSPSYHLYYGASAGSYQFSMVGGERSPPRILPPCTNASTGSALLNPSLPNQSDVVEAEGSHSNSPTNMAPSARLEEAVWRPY
Target sequence (Q13951 whole entry, looked up): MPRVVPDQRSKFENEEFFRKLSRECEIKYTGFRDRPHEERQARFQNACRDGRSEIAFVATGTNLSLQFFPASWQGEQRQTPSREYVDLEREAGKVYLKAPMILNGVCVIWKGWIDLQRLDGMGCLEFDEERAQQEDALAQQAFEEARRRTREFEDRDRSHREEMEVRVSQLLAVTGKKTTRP
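AlphaScreen binding: CBFb-His and RUNX1-biotin (30 nM each) preincubated 20 min, compound added for 15 min, then nickel and streptavidin beads for 90 min, all at room temperature. Disruption of the interaction by any mechanism counts as activity.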
Epigenetic reg = regulators of epigenetic silencing causing reporter derepression in mouse cells; 280,000 tested, 0.2% active; Potency, µM (doses to about 53.9 µM), for inactives: at the highest dose GFP activation, most hits filed as activators; AID 1865; murine LDR cells, GFP reporter derepression, 30 h; also: potency is read from the fitted curve at half-maximal effect; % of control where 0% means no effect; nearly all actives have a fitted effect of over 60% in size
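Derepression of a silenced CMV-GFP reporter in murine LDR cells is scored by enumerating GFP-positive cells with a laser-scanning microplate cytometer after 30 hours of treatment at 37 C.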
Active calls of the source: *; ? = inconclusive; / = not tested or not shown; & = joins results of further samples; [ ] = remark or other dose. Unless noted, calls follow the shape of the dose curve; as a rule, active = well fitted curve in the direction sought with a large enough effect; inconclusive = small, poorly fitted or top-dose-only effect, or another doubt; inactive = no such curve, though single readings can be large; an effect the other way counts as inactive or inconclusive. A portion of the library. The share of hits here may be higher or lower than overall.

SMILES | NPSR antagonist | IMPase Li inh | Luc counter | aGal spleen mod | Lamin A splicing | CBFb-RUNX1 inh | Epigenetic reg
CC(=C1C(=O)c2ccccc2C1=O)N1CCN(Cc2ccccc2)CC1 | -12%[46.1 µM] | 24%[38.3 µM] | -1% | -2% | 5% | -3% | 1.1%
CCOc1cc(/C=C(\C#N)C(=O)NCC2CCCO2)ccc1O (configuration not stated) | -10%[46.1 µM] | 24% | 1% | -6% | -10% | 2% | -1.6%&0.0%
COc1ccc(C2C(C#N)=C(N)Nc3nc4ccccc4n32)cc1 (configuration not stated) | 15% | 3% | -3% | 26% | 2% | -8% | -1.3%
CCc1ccccc1N(CC)C(=O)CCc1nc(-c2ccc(C)cc2)no1 | ? | -10%[38.3 µM] | -2% | 14% | ? | 7% | 4.9%
O=C1/C(=C/c2cccs2)Sc2ccccc21 | 1%[46.1 µM] | 7% | ? | 4% | -2% | -14% | 1.1%
O=C(COC(=O)C1=COCCO1)Nc1ccccc1Oc1ccccc1 | -13%[46.1 µM] | 23%[38.3 µM] | 4% | 1% | 17% | ? | 0.0%
CC(C)[C@@H](CC(=O)N[C@@H]1CCCC[C@H]1C(=O)N[C@H](CC(=O)N[C@@H](CCC(=O)O)CC(=O)O)Cc1ccccc1)NC(=O)C[C@H](Cc1c[nH]c2ccccc12)NC(=O)[C@@H]1CNCC[C@H]1N | / | -1% | 2% | -3% | / | 5% | -1.1%
O=C(CNC(=O)c1cccs1)OCC(=O)c1ccc([N+](=O)[O-])cc1 | 45% | 0% | -3% | -18% | / | 3% | -5.3%
CC1CCc2c(sc(/N=C/c3cccnc3)c2C(N)=O)C1 (configuration not stated) | 2% | / | / | 8% | / | 0% | -5.8%
NC(=O)c1ccc(NC(=O)c2ccc3c(c2)OCO3)cc1 | 12%[46.1 µM] | 26%[38.3 µM] | -5% | 3% | 17% | 2% | 0.0%
O=C(NC1CCCCCC1)c1cccc(N2CCCC2=O)c1 | 0%[46.1 µM] | 41%[activator][38.3 µM] | -8% | 3% | -21% | 18% | -3.2%
O=C(CN(C1CCCCC1)S(=O)(=O)c1ccc(Br)cc1)NCc1ccncc1 | -17% | 14% | 5% | 1% | ? | 5% | -2.3%
CCc1ccc2c(c1)/C(=N/OC)C(=O)N2 | 9% | -5% | 2% | -21% | 17% | -6% | 1.0%
Cc1nc2c(ncn2-c2ccccc2)c(=O)n1NC(=O)CN1CCOCC1 | -26% | / | / | 6% | / | 6% | -0.9%
CCOC(=O)C1(Cc2ccc(OC)cc2)CCN(C(=O)CCn2cccn2)CC1 | -3% | / | / | 3% | / | 7% | 0.0%
CN(C)c1ccc(-c2noc(C3CCN(C(=O)Nc4ccc(Cl)cc4)CC3)n2)cc1 | -34% | / | / | -2% | / | -1% | 5.8%
O=C(CC1NCCNC1=O)Nc1ccccc1 (configuration not stated) | 17% | -1% | 2% | -4% | 21%[46 µM] | 1% | 0.1%
COc1ccc(/C(N)=C/C(=O)C(C)(C)C)cc1 | -4%[46.1 µM] | 8%[38.3 µM] | -3% | 0% | 7% | -1% | 1.9%
CC(=O)C1=C(O)C(=O)N(c2ccc(S(=O)(=O)Nc3nccs3)cc2)C1c1ccc([N+](=O)[O-])cc1 (configuration not stated) | 14% | -1% | 1% | 19% | / | -7% | 5.2%
Cc1cc(Cl)ccc1OCC(=O)Nc1ccccc1NS(=O)(=O)c1cccs1 | 3% | / | / | 2% | / | 8% | 0.0%
CC1=C(C(=O)Nc2ccccc2)C(c2ccccn2)n2ncnc2N1 (configuration not stated) | 2%[46.1 µM] | -9%[38.3 µM] | 10% | 5% | -3% | 5% | -0.7%
C=C(C)CSc1nnc([C@@H]2CCCN2C(=O)OC(C)(C)C)o1 | 1%[46.1 µM] | 3%[38.3 µM] | 2% | -17% | 3% | 0% | 2.0%
O=C(CNS(=O)(=O)c1ccc(F)cc1)N1CCN(c2ccccc2)CC1 | -15%[46.1 µM] | 10%[38.3 µM] | 1% | -4% | -19% | -1% | -1.0%
O=C(CN1C(=O)C2C3C=CC(C3)C2C1=O)Nc1cccc(S(=O)(=O)N2CCCC2)c1 (configuration not stated) | 16% | 3% | -1% | -1% | 0% | 2% | -1.8%
COc1ccccc1N1CCN(C(=O)c2cc(C3CC3)on2)CC1 | -5%[46.1 µM] | -9%[38.3 µM] | 2% | -1% | -12% | 10% | -0.8%
Cc1cccc(CN2CCN(CC(=O)NCCCN3CCN(c4ccc(F)cc4)CC3)C2=O)c1 | 5%[46.1 µM] | 21%[38.3 µM] | -3% | 1% | ? | -8% | -1.0%
CCC(=O)Nc1ccc(C=C(C(C)=O)C(C)=O)cc1 | -25% | / | / | 0% | / | -1% | 3.9%
Cc1cccc(N2CCN(C(=O)C3CCN(S(=O)(=O)N4CCOCC4)CC3)CC2)c1C | 3% | 5% | 0% | -4% | / | 6% | -1.5%
c1ccc(-c2ccccc2OCCCCN2CCCCCC2)cc1 | -20% | 14% | -2% | -6% | ? | ? | -0.4%
CCN(CC(=O)Nc1sc2c(c1C#N)CCC(C)C2)Cc1nc2ccccc2c(=O)[nH]1 (configuration not stated) | -8% | 5% | 0% | 8% | / | 11% | -0.5%
C[N+]1(CC(=O)Nc2ccccc2Cl)CCN(C(=O)c2cccs2)CC1 | 6%[46.1 µM] | 34%[activator][38.3 µM] | -2% | 9% | 12% | 1% | -1.6%
O=C(CN1C(=O)c2ccccc2S1(=O)=O)Nc1ccccc1C(=O)NCc1ccco1 | -18%[46.1 µM] | 0% | -3% | -1% | -2% | 0% | 0.0%
CS(=O)(=O)NCc1ccc(C(=O)O)cc1 | 22% | -6% | 0% | 4% | 0%[46 µM] | 11% | 2.5%
N#CCSc1nc(Nc2ccc3c(c2)OCO3)c2ccccc2n1 | -22%[46.1 µM] | 14%[38.3 µM] | 1% | -1% | ? | -2% | -1.0%
Cc1nc(NC(=O)C2CC2)sc1C(=O)N1CCCCC1 | 12%[46.1 µM] | / | / | -11% | -5% | 2% | 7.0%
CC(=O)Nc1ccc(/C(C)=N/Nc2nc(Nc3ccccc3)nc(N3CCOCC3)n2)cc1 | 1% | 6% | -6% | -6% | / | 14% | -4.9%

2 entries picked at random from the list so far, as already listed:
SMILES | NPSR antagonist | IMPase Li inh | Luc counter | aGal spleen mod | Lamin A splicing | CBFb-RUNX1 inh | Epigenetic reg
Cc1nc(NC(=O)C2CC2)sc1C(=O)N1CCCCC1 | 12%[46.1 µM] | / | / | -11% | -5% | 2% | 7.0%
COc1ccccc1N1CCN(C(=O)c2cc(C3CC3)on2)CC1 | -5%[46.1 µM] | -9%[38.3 µM] | 2% | -1% | -12% | 10% | -0.8%

Following part
SMILES | NPSR antagonist | IMPase Li inh | Luc counter | aGal spleen mod | Lamin A splicing | CBFb-RUNX1 inh | Epigenetic reg
CN(C)C(=O)CSc1nnc(Cc2ccc([N+](=O)[O-])cc2)o1 | -7%[46.1 µM] | -4%[38.3 µM] | -4% | 5% | 3% | 0% | 1.3%
C/C(=N/NC(=O)c1cccnc1)C1=C(O)CC(C)(C)CC1=O | 36% | 0% | -5% | -19% | / | -3% | -0.3%
C[C@H](NCCc1ccc(O)cc1)[C@@H](O)c1ccc(O)cc1 | / | 6% | 0%[17.1 µM] | 14%[29.1 µM] | ? | -6%[21.7 µM] | -1.4%[16.9 µM]
Nc1c(C(=O)NCCN2CCOCC2)c2nc3ccccc3nc2n1-c1ccc2c(c1)OCO2 | -3%[46.1 µM] | 11%[38.3 µM] | -3% | 15% | 5% | 10% | -1.9%
Cc1cc(C)cc(OCC(=O)Nc2cccc(-c3nnc(-c4ccco4)o3)c2)c1 | 3%[46.1 µM] | 11% | 1% | 1% | -3% | 6% | -2.3%
CC1CCC(C(C)C)C(OCC(O)C[N+]2(C)CCCCC2)C1 (configuration not stated) | -6% | 26% | -2% | -3% | 4%[46 µM] | 6% | 1.6%
O=C(O)Cc1ccc(C(=O)c2cccs2)s1 | -34%[46.1 µM] | -9%[38.3 µM] | 1% | -5% | 1% | 4% | -7.7%
COc1ccc(Cc2nnc(SCC(=O)NC(C)c3ccccc3)o2)cc1 (configuration not stated) | -13%[46.1 µM] | -3%[38.3 µM] | 15% | -8% | 24% | 11% | -4.2%
CC1(OC(=O)C2CCCC2)C(=O)C=C2C=C(c3ccsc3)N(CCCCO)C=C2C1=O (configuration not stated) | 1% | 5% | -6%[7.66 µM] | 1%[17.5 µM] | -22%[9.22 µM] | 1%[13.1 µM] | -0.2%
Cn1c(C(=O)N2CCN(C(=O)c3ccco3)CC2)cc2c(=O)n(C)c3ccccc3c21 | -10%[46.1 µM] | -13%[38.3 µM] | 3% | 6% | -16% | 1% | 0.2%
COc1ccc(N2C(=O)CSC23C(=O)Nc2ccccc23)cc1 (configuration not stated) | -8%[46.1 µM] | 9% | 5% | -3% | -17% | -4% | 1.8%
Cc1nn(C)cc1/C=N/NC(=S)Nc1ccccc1 | 2µM* | -12%[38.3 µM] | -14% | 7% | -3% | -7% | 4µM*
COc1ccc(C2CCCN2C(=O)Nc2ccc(F)cc2)cc1OC (configuration not stated) | -4% | -11% | -1% | 10% | 1% | -1%[2.36 µM] | -2.4%
Cc1ccc(C(=O)Nc2nc(-c3cccnc3)cs2)o1 | -9%[46.1 µM] | -2%[38.3 µM] | -2% | -3% | 11% | -6% | -1.0%
C/C(=N\Nc1ncc(Cl)cc1Cl)c1ccc(C#N)cc1 | 0% | 8% | 4% | -4% | 4%[46 µM] | -7% | -1.5%
CCOc1ccc(Nc2ncnc3c2cnn3-c2ccccc2)cc1 | -16%[46.1 µM] | 23%[38.3 µM] | 5% | -7% | -9% | 7% | 0.0%
COc1cccc(CN2CCN(c3ncccn3)CC2)c1 | 9%[46.1 µM] | -27%[38.3 µM] | 0% | 4% | 12% | 2% | -0.2%
Cc1cccc(C)c1NC(=O)CN1C(=O)N(C)Cc2ccccc21 | 0% | 5% | 1% | 1% | -17%[46 µM] | -3% | 0.0%
O=C(Nc1ccc(C2CCCCC2)cc1)C1CCCN(c2ncccn2)C1 (configuration not stated) | -18%[46.1 µM] | -20%[38.3 µM] | 7% | 12% | -1% | -15% | -1.8%
CCOC(=O)N1CCN(CC(=O)N2c3ccccc3CC2C)CC1 (configuration not stated) | -1%[46.1 µM] | -2%[38.3 µM] | -1% | -14% | -1% | 8% | -0.2%

Source: PubChem (National Center for Advancing Translational Sciences (NCATS))
